MBD2 inh: MBD2-methylated oligo binding inhibition. Q9UBB5. TR-FRET, MBD2 binding to methylated oligonucleotide. inhibition, % at 4.4 µM. 370,000 compounds, 0.31% hits. AID 686964; in the data active means inhibition above about 13%
SIAE primary: blocks human sialic acid acetylesterase; 370,000 compounds, 0.69% hits; SIAE FP-Rh probe binding, fluorescence polarization; inhibition, % at 9.66 µM; AID 1053197;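 active means inhibition above a cutoff: mean of compounds within the control limits plus 3 SD of those, cut at about 17% in these data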;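 further: 0% = plate median of compound wells and 100% = probe without SIAE protein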
Target sequence (Q9HAT2 whole entry, looked up): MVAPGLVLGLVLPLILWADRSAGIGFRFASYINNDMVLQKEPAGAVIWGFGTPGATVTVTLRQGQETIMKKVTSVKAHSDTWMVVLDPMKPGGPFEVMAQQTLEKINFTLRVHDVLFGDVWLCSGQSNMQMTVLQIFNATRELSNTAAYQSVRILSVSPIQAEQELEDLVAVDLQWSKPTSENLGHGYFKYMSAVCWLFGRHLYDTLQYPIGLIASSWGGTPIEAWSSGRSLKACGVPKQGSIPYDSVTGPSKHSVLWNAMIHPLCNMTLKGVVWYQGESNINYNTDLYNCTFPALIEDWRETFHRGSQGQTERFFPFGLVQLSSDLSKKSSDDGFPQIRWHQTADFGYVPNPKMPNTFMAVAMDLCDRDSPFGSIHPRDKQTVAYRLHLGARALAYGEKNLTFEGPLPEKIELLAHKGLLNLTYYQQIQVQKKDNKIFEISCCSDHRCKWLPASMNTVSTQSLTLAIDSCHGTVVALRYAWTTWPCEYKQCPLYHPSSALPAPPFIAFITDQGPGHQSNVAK
UHRF1 binding: blocks human UHRF1 binding to methylated DNA; UHRF1 binding to methylated oligo, TR-FRET; inhibition, % at 4.4 µM; 370,000 compounds, 0.75% hits; AID 687016; in the data active means inhibition above about 21%;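 further: UHRF1 SRA domain binding a hemimethylated CpG hairpin DNA probe; 0% = median of test compound wells and 100% = reference inhibitor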
ABHD4 inh: inhibits mouse alpha/beta hydrolase domain 4; purified mABHD4, FP-Rh probe fluorescence polarization; inhibition, % at 8.92 µM; 370,000 compounds, 0.54% hits;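 active means inhibition exceeding the mean over every tested compound plus 3 SD, cut at about 30% in these data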;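 further: 0% = plate median of compound wells and 100% = S159A mutant with DMSO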
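Assay system: mABHD4 protein; medium: HEPES pH 7.0, NaCl, Pluronic buffer; dosing: 8.92 µM, single dose; schedule: 45 min + 60 min at 25 °C; signal: FP readout, ex 525 nm / em 598 nm; read-out: normalized percent inhibition of probe labeling; repeats: single replicate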
GC-B act: GC-B (human) receptor activation; HEK293-GC-B cells, CNP EC30, cGMP TR-FRET; 0% at EC30 CNP, 100% saturating CNP; activation, % at 10 µM; 370,000 compounds, 0.11% hits;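 active means activation at 10 µM reaching about 35% in either raw or pattern-adjusted values, limit read from the data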
TCR-CD3 inh: blocks the human TCR-CD3 interaction. inhibition, % at 9.4 µM. 360,000 compounds, 0.37% hits. TAMRA-labeled TCR probe fluorescence, biochemical; in the data active means inhibition above about 19%;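 further: recombinant mutant TCR 2C K166C tagged with TAMRA read by polarization; 0% = receptor in buffer alone and 100% = receptor with positive control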
GC-A act: GC-A (human) enzyme activation. P16066. 370,000 compounds, 0.14% hits. HEK293 GC-A cells, cGMP TR-FRET, EC30 ANP; 0% at EC30 ANP, 100% saturating ANP. activation, % at 10 µM; in the data active means activation above about 40%
HTRA1 inh: inhibitors of human serine peptidase HTRA1; inhibition, % at 5.96 µM; 340,000 compounds, 0.5% hits; recombinant HTRA1, FP-rhodamine activity-based probe, fluorescence polarization; in the data active means inhibition above about 36%;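 further: 0% = enzyme with DMSO and 100% = wells lacking enzyme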
rCAG RNA binder: binds r(CAG) RNA repeats; r(CAG) RNA repeat, TO-PRO-1 dye displacement fluorescence; inhibition, % at 3 µM; 370,000 compounds, 1.3% hits;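 active means inhibition above the plate cutoff, the mean of all test compounds on that plate plus 3 SD, cut at about 35% in these data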;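 further: 0% = DMSO alone and 100% = 100 µM mitoxantrone as full dye displacement; higher means more dye released from RNA so lower well fluorescence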
PRMT1 FP inh: PRMT1 (human) inhibition, primary screen. 370,000 compounds, 1.3% hits. AID 652257. inhibition, % at 2.79 µM. recombinant PRMT1, activity-based probe fluorescence polarization. Q99873;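 active means inhibition above about 21% made by adding two undisclosed values, limit read from the data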
Target sequence (Q99873 whole entry, looked up): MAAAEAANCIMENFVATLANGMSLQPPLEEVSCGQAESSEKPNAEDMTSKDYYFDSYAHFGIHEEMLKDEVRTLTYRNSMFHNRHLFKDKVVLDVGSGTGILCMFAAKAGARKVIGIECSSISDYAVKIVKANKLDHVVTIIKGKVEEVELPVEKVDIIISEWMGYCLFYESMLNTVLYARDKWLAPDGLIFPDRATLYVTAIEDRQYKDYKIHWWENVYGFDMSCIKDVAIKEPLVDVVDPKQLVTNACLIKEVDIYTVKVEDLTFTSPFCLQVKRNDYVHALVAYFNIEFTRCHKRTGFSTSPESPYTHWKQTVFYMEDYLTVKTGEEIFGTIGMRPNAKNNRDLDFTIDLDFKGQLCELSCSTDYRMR
* = called active by the depositor; nt = no result given. Not all compounds are listed; the hit share may differ from the screen's.

SMILES	MBD2 inh	SIAE primary	UHRF1 binding	ABHD4 inh	GC-B act	TCR-CD3 inh	GC-A act	HTRA1 inh	rCAG RNA binder	PRMT1 FP inh
CCOC(=O)c1sc(NC(=O)CSc2nnc(Cc3ccccc3)o2)c(C(=O)OCC)c1C	2	-8	7	12	-7	-9	-6	-13	9	-3
CC(C)(C)C(O)(CC#CCN1CCCC1)c1ccccc1 (centres undefined)	2	3	3	0	-1	-1	-2	0	-2	-3
COC(=O)C1C(=O)NC(SC)=C(C#N)C1c1ccccc1 (centres undefined)	-3	6	0	-7	1	6	0	-2	4	4
CCCCCCC[C@@H](C/C=C/CCC(=O)N(C)C/C(=C/Cl)C/C(=C\C(=O)N1CC(OC)=CC1=O)OC)OC	2	-3	4	-1	-14	-2	-9	-15	6	-3
O=C(CCCCn1cnc2c(=S)nc[nH]c21)Nc1ccc(C(=O)O)c(O)c1	-1	1	3	3	19	-1	6	-2	8	16
COc1nc(OCC#N)nc(N2CCCCC2)n1	2	-1	-3	-2	2	1	6	3	-3	-3
CCOC(=O)c1[nH]c(C)c(C(=O)OCC(=O)N2c3ccccc3CC2C)c1C (centres undefined)	0	0	1	-8	12	2	7	-21	-1	-5
COC(=O)C1CN(CCO)CCS(=O)(=O)N1Cc1cccc(Cl)c1 (centres undefined)	2	-7	-2	2	0	nt	0	nt	0	-3
COc1ccc(CCNC(=O)[C@H](C)NC(=O)[C@@H]2CSC3c4ccccc4C(=O)N32)cc1 (some centres undefined)	1	3	-2	-3	3	-2	4	0	2	7
CC(C)(C)C(=O)NC1CC2CCCC(C1)N2C(=O)Nc1ccccc1Cl (centres undefined)	-6	-2	0	-7	3	13	4	-3	-2	1
COC(=O)C1=CN(CC2CCCO2)C=C(C(=O)OC)C1c1ccsc1 (centres undefined)	-3	14	2	-3	-3	0	-6	0	1	-2
O=C(CSc1nnc(Cc2ccccc2)o1)c1cc(F)ccc1F	1	0	3	1	-1	-7	-2	-12	-5	-2
OC(CNc1ccnc2cc(Cl)ccc12)CNC1CCCCC1 (centres undefined)	4	6	-9	-1	-2	-4	3	-1	8	0
CN(C)N1C(=O)c2c(Cl)c(Cl)c(Cl)c(Cl)c2C1=O	1	7	0	-6	-3	-2	4	0	-1	3
Clc1cccc(Cc2nn[nH]n2)c1	2	-7	2	1	0	-9	3	-3	1	2
COc1cccc(NC(=S)NN=C2CCC(C(C)(C)C)CC2)c1 (centres undefined)	-4	19*	0	3	-1	0	3	-11	0	2
CC(C)(C)CN1CCN(Cc2cccnc2)CC1CCO (centres undefined)	-2	7	0	-4	2	-13	2	-3	-3	-2
CC(C)OCCCNc1ncc2c(n1)CC(c1cccs1)CC2=O (centres undefined)	-4	-4	-1	6	-1	3	-5	-5	-5	0
CCCCOC(=O)Nc1ccc(OC)cc1S(=O)(=O)N1CCOCC1	4	2	2	-5	0	-3	0	-4	1	2
Cn1cccc1Cc1nnc(SCC(=O)Nc2ccc3c(c2)OCCO3)n1CCc1ccccc1	-5	2	2	-12	-2	-1	-4	-8	8	2
COc1cccc(C(=O)OCC(=O)Nc2ccc3c(c2)OCCO3)c1	-1	0	0	1	-3	-4	1	3	4	-4
CC(=O)C[C@H](O)CC(=O)[C@H]1OC(=O)[C@H](C)C/C=C\Cc2ccccc21	3	3	2	7	0	0	2	2	-4	0
CCn1c(CC(=O)Nc2ccc(C)cc2)nnc1SCC(=O)N1CCOCC1	4	-1	-1	-1	0	5	-2	3	-4	3
Cc1cc(C(F)(F)F)c2c(N)c(C(=O)NCc3ccc(Cl)cc3)sc2n1	-3	-3	-1	-6	1	4	4	nt	4	1
O=C1CCC(C(=O)Nc2ccc(Cl)cc2)N1 (centres undefined)	0	-1	-3	6	-1	3	3	5	0	3
CCOC(=O)C(NC(=O)Nc1ccc(O)cc1)(c1ccccc1)C(F)(F)F (centres undefined)	-10	6	-4	2	-1	7	0	-4	-1	0
CCn1c2ccccc2c2cc(NC(=O)COC(=O)C3CCC(=O)N3)ccc21 (centres undefined)	-4	2	1	9	-2	-4	-5	3	7	1
O=C(/C=C/c1cccc([N+](=O)[O-])c1)Nc1ccc(Cl)cn1	-5	7	-1	-4	-6	1	-4	0	1	-2
O=C(Nc1ncc(Cc2cccc(Cl)c2)s1)c1ccc([N+](=O)[O-])cc1	10	-9	9	-2	-2	-3	-1	-1	2	4
CCCNC(=O)C1(C)CCCN(C(=O)c2c(F)ccc(C)c2F)C1 (centres undefined)	5	4	2	4	6	-2	3	nt	-1	4

Six entries picked at random from the list so far:
SMILES	MBD2 inh	SIAE primary	UHRF1 binding	ABHD4 inh	GC-B act	TCR-CD3 inh	GC-A act	HTRA1 inh	rCAG RNA binder	PRMT1 FP inh
COc1cccc(C(=O)OCC(=O)Nc2ccc3c(c2)OCCO3)c1	-1	0	0	1	-3	-4	1	3	4	-4
O=C(/C=C/c1cccc([N+](=O)[O-])c1)Nc1ccc(Cl)cn1	-5	7	-1	-4	-6	1	-4	0	1	-2
O=C(Nc1ncc(Cc2cccc(Cl)c2)s1)c1ccc([N+](=O)[O-])cc1	10	-9	9	-2	-2	-3	-1	-1	2	4
O=C1CCC(C(=O)Nc2ccc(Cl)cc2)N1 (centres undefined)	0	-1	-3	6	-1	3	3	5	0	3
CCn1c2ccccc2c2cc(NC(=O)COC(=O)C3CCC(=O)N3)ccc21 (centres undefined)	-4	2	1	9	-2	-4	-5	3	7	1
Cc1cc(C(F)(F)F)c2c(N)c(C(=O)NCc3ccc(Cl)cc3)sc2n1	-3	-3	-1	-6	1	4	4	nt	4	1

Carrying on.
SMILES	MBD2 inh	SIAE primary	UHRF1 binding	ABHD4 inh	GC-B act	TCR-CD3 inh	GC-A act	HTRA1 inh	rCAG RNA binder	PRMT1 FP inh
COCC(=O)N/N=C/c1ccc(Sc2nc3ccccc3s2)o1	-1	-2	-3	-2	-4	4	7	-10	0	0
CC(C)CC(=O)NC(=S)Nc1ccc(S(=O)(=O)Nc2nccs2)cc1	2	7	9	-7	-1	-3	-1	0	28	3
Cc1ccc(C(=O)O/N=C(\N)Cc2ccc([N+](=O)[O-])cc2)c(Cl)c1	4	10	2	4	-3	5	6	3	0	1
Cc1noc(C)c1COC(=O)c1ccc(F)c(S(=O)(=O)N2CCOCC2)c1	-4	1	4	-2	2	-7	-1	6	-1	-3
NCC(=O)Nc1ccc(Cl)cc1C(=O)c1ccc[nH]1	-8	5	-3	1	-2	2	0	6	-2	0
CC(C)OCC(O)CN1CCNCC1 (centres undefined)	-3	4	-3	2	-2	2	0	-1	1	0
COc1ccc(C(=O)NCCc2ccccc2)cc1OC	0	-1	4	-3	5	-10	5	7	-2	-1
O=C(Nc1nccs1)c1ccc(Cl)c(S(=O)(=O)N2CCOCC2)c1	-1	0	-3	-5	14	2	1	3	4	0
CCN(CC)C(=O)CSc1nnc(-c2ccncc2)n1N	2	7	1	-4	4	7	2	-1	1	-1
COc1cccc(C(C(=O)NC(C)(C)C)N(CC(C)C)C(=O)CCC(=O)Nc2cc(C)on2)c1OC (centres undefined)	2	0	-4	-2	-8	-1	-12	2	-2	1
CC(Sc1ccccc1)C(=O)N1CCN(S(=O)(=O)c2ccc(Cl)cc2)CC1 (centres undefined)	-3	2	-1	-5	-13	-4	-25	2	-2	-5
CN(CCNC(=O)c1ccc(/C=N/O)nc1)Cc1ccccc1	0	-3	-2	1	1	-2	-1	2	1	-2
Nc1ccn([C@@H]2O[C@H](CO)[C@@H](O)C2O)c(=O)n1 (some centres undefined)	-4	5	2	4	2	3	5	3	2	1
O=C1CCC(C(=O)N2CCCC(C(=O)c3ccc4c5c(cccc35)CC4)C2)=NN1 (centres undefined)	-4	1	-3	3	7	-1	2	5	-4	-5
O=C(CSc1ncnc2c1oc1ccccc12)Nc1cccc(Cl)c1	3	-106	4	0	3	11	0	-11	5	2
CCc1cc(Cn2nc(-c3ccccc3)cc2C(=O)NCc2ccc(C)cc2)on1	-4	-33	-6	-46	6	8	-1	-64	-4	-1
CCC(CC)C(=O)N1CCN(Cc2ccc3c(c2)OCO3)CC1	0	2	-1	1	7	8	0	15	-5	-1
O=c1c2ccccc2[nH]c(=S)n1-c1cccc(S(=O)(=O)N2CCCC2)c1	3	10	2	-4	-1	-5	0	-4	1	-2
CCOC(=O)C1CCN(c2c(NCc3ccc(C(=O)NCCOC)cc3)c(=O)c2=O)CC1	3	3	3	-7	3	-4	1	1	-5	1
O=C(N/N=C/c1cccs1)c1cncc(Br)c1	-4	-5	-4	6	0	0	4	3	4	0
COC(=O)c1cc(C(=O)OCC(=O)NC2CCCC2)cc([N+](=O)[O-])c1	-4	4	0	0	2	-2	-1	2	0	2
CCN(CC)C(=O)[C@H]1C[C@H](CC(=O)NC(C)(C)C)C(=O)N2CCc3c([nH]c4cc(-c5ccco5)ccc34)[C@]12C	0	4	2	-17	0	-1	3	0	4	4
COc1ccc(CCN(C)C(=O)C(CCSC)NC(=O)c2ccco2)cc1OC (centres undefined)	0	6	0	0	2	-5	3	7	0	4
CCOc1ccc2nc(N/C(N)=N/S(=O)(=O)c3ccc(C)cc3)nc(C)c2c1	1	1	0	11	11	0	8	-2	4	0
CC(=O)Nc1ccc(OCC(=O)NC(C)C(C)C)cc1 (centres undefined)	1	-1	-1	-2	-1	5	5	-1	1	-1
CC(C)c1ccc(Nc2nnc(SC3CCOC3=O)s2)cc1 (centres undefined)	1	0	-1	4	14	3	65*	-9	0	0
Cc1onc(-c2ccccc2)c1C(=O)N(Cc1ccco1)Cc1cccs1	-2	1	-2	-11	-9	-2	-22	-9	-4	-2
CCOC(=O)CC1COc2ccccc2N1C(=O)c1ccc(F)cc1 (centres undefined)	-9	4	-1	-1	-2	5	-1	4	-7	-2
Cc1nnc2n1N=C(c1ccc(OC(F)F)cc1)C(C)S2 (centres undefined)	-3	6	0	-1	6	2	6	0	-1	-1
CC(=O)Oc1cccc(NC(=O)c2ccc3c(c2)C(=O)N(CC(C)C)C3=O)c1	-5	-4	0	-4	-1	4	6	-10	-4	-5
COc1ccc(C(=O)NC(=S)NC(C)(C)C)cc1Br	4	4	1	-8	1	-9	-3	-15	1	-1
CN1CCCC(C(=O)C(C#N)c2ccccc2)C1 (centres undefined)	-2	-3	8	-5	1	-11	2	0	-3	3
CCC1CCc2sc(C(=O)NCc3ccccn3)cc2C1 (centres undefined)	2	-6	-3	-12	0	6	1	-11	-1	-2
Cc1cc(C)n2nc(-c3ccc(F)cc3)nc2n1	5	-3	-4	-18	4	-8	-5	0	-2	-1
COc1c2ccccc2nc2ccccc12	-12	1	-6	0	3	-3	3	7	0	-2
COc1ccc(NC2c3ncccc3C(=O)N2Cc2cccs2)cc1 (centres undefined)	2	-2	-4	0	-3	-1	3	3	-5	4
COc1cccc(C(c2nnnn2CC2CCCO2)N2CCN(C(=O)c3ccco3)CC2)c1OC (centres undefined)	-3	-3	3	5	6	8	0	-2	-6	4
O=C1/C(=C\c2ccco2)SC(=S)N1C1CCS(=O)(=O)C1 (centres undefined)	13	7	54*	35*	6	9	-4	nt	31	25*
CC(C)(C)c1ccc(-c2noc(CCC(=O)Nc3cccnc3)n2)cc1	-2	-7	-2	-7	-10	-1	-19	-22	-1	-2
CCOC(=O)CCCSc1nc(-c2ccc3c(c2)OCO3)cc(C(F)(F)F)c1C#N	-1	-4	-3	1	11	2	51*	1	1	-1

Bioassay records (PubChem)
